Bioassay records deposited in PubChem BioAssay by several laboratories.
NCOA1 inh – inhibitors of human steroid receptor coactivator 1 (SRC1). HEK293 GAL4-SRC1 luciferase reporter, luminescence. inhibition, % at 3.6 µM. actives 0.12% (n = 360,000). AID 588354. Q15788;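 active = inhibition above the campaign mean plus 3 SD, with each screening campaign given its own cutoff, cut at about 60% in these data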;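 also: 0% = DMSO treated cells and 100% = gossypol at 36 µM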
NOD2-RIPK2 inh – blocks binding of human NOD2 to RIPK2; CHO BLA complementation NOD2-RIPK2, CCF4 ratio; inhibition, % at 4.98 µM; actives 0.38% (n = 360,000); in the data active = inhibition above about 21%;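 also: 0% = vehicle only and 100% = reference blocker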
TLR9-MyD88 inh – TLR9-MyD88 interaction inhibition. CHO BLA complementation TLR9-MyD88, CCF4 FRET ratio. inhibition, % at 4.98 µM. actives 0.21% (n = 340,000);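 active = inhibition above the mean over all tested compounds plus 3 SD, cut at about 21% in these data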;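 also: 0% = DMSO only wells and 100% = clavulanate BLA inhibitor control wells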
MC4R antagonist – antagonists of human melanocortin 4 receptor (MC4R); P32245; MC4R-expressing cells, MTII-stimulated cAMP, LANCE TR-FRET; inhibition, % at 6.5 µM; actives 0.48% (n = 360,000); AID 540295;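 active = inhibition above its plate's cutoff, the mean of tested wells on that plate plus 3 SD, cut at about 29% in these data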;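 also: 0% = Melanotan II alone and 100% = Melanotan II plus saturating MCL0020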
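Assay system: U2OS-MC4R stable cell line; Also added: Melanotan II; Technique: Eu-cAMP/anti-cAMP TR-FRET, emission 671 nm; Times: 30-min compound, 1-h challenge, 1-h detection, room temperature.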
LMP1 NFkB inh – inhibitors of Epstein-Barr LMP1-induced NF-kappaB reporter; inhibition, % at 12.5 µM; actives 0.69% (n = 350,000); AID 504558; LMP1-induced NF-kappaB luciferase reporter cells, luminescence; in the data active = inhibition above about 41%;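 also: 0% = neutral control wells and 100% = reference inhibitor control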
COUP-TFII inh – inhibitors of human COUP-TFII (NR2F2); AID 686940; inhibition, % at 8.6 µM; actives 0.7% (n = 370,000); P24468; HEK293T NGFI-A luciferase reporter, luminescence;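 active = inhibition above a per-plate cutoff, mean inhibition of test wells between control levels plus 3 SD, cut at about 38% in these data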;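 also: cells cotransfected with COUP-TFII expression vector driving the NGFI-A reporter; 0% = median of COUP-TF2 test wells and 100% = reporter-only cells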
SRC3 inh – inhibits human SRC3 coactivator. Q9Y6Q9. actives 0.17% (n = 360,000). AID 588352. HEK293 GAL4-SRC3 luciferase reporter, luminescence. inhibition, % at 3.6 µM;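 active = inhibition above a per-campaign cutoff, the mean of all compounds plus 3 SD, cut at about 60% in these data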;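 also: 0% = DMSO-treated cells and 100% = gossypol-treated cells at 36 µM; higher means less SRC3-driven luciferase light from the GAL4 reporter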
SRC2 inh – human SRC2 (NCOA2) inhibition; HEK293 GAL4-SRC2 luciferase reporter, luminescence; inhibition, % at 9 µM; actives 0.17% (n = 370,000); AID 651957;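 active = inhibition above the mean inhibition of all tested compounds plus 3 SD, set per campaign, cut at about 52% in these data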;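 also: 0% = DMSO treated cells and 100% = cells given Gossypol at 36 µM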
ABHD5 PLIN5 PPI – inhibitors of human ABHD5-perilipin-5 interaction; actives 0.78% (n = 360,000); Q00G26+Q8WTS1; inhibition, % at 4 µM; Split G. princeps luciferase complementation, luminescence, 4 h;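 active = inhibition above the mean inhibition across every tested compound plus 3 SD, cut at about 22% in these data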;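 also: 0% = DMSO only wells and the 100% control is not disclosed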
Target sequence (Q00G26 whole entry, looked up): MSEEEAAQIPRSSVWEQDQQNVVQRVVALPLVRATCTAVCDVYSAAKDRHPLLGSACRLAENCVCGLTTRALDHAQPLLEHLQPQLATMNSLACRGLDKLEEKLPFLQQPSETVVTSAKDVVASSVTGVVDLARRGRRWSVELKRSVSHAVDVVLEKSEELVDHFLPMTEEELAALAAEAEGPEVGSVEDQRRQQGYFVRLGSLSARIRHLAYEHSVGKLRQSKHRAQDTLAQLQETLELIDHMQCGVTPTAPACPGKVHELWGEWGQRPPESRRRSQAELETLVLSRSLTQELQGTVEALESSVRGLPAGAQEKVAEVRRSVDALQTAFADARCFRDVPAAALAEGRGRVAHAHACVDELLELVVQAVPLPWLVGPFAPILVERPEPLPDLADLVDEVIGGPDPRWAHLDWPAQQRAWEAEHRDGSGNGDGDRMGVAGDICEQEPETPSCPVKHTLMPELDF
Target sequence (Q8WTS1 whole entry, looked up): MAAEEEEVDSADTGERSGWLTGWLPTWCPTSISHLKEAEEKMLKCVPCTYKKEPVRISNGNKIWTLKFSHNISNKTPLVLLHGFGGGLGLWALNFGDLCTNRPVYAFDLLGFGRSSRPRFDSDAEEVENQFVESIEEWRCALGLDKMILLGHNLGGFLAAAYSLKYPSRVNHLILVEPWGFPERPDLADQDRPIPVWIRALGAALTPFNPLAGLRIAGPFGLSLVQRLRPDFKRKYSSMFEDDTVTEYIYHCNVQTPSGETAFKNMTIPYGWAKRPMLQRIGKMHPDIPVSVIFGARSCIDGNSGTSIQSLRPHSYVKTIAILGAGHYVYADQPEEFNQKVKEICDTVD
MC4R ag barr – human MC4R agonism via beta-arrestin. P32245. actives 0.98% (n = 360,000). U2OS MC4R beta-arrestin complementation, luminescence; percent of melanotan II response, DMSO zero. activation, % at 8.9 µM;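 active = activation above a per-plate cutoff, the mean activation of sample wells on that plate plus 3 SD, cut at about 8% in these data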
LRH-1 inv ag – inverse agonists of human LRH-1 (NR5A2) | HEK293T StAR-luciferase reporter, LRH-1 transfected, 24 h | inhibition, % at 3.6 µM | actives 0.13% (n = 360,000);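 active = inhibition above the mean inhibition of all tested compounds plus 3 SD, cut at about 73% in these data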;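 also: 0% = DMSO wells and 100% = reporter-only cells lacking LRH-1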
* marks the source's active call; other numbers are inactive results. This is a subset, so the mix of outcomes need not match the whole.

For CSc1ccccc1NC(=O)COc1ccc(Cl)cc1C the results were NCOA1 inh -20, NOD2-RIPK2 inh -6, TLR9-MyD88 inh 0, MC4R antagonist 8, LMP1 NFkB inh -15, COUP-TFII inh -16, SRC3 inh -22, SRC2 inh -43, ABHD5 PLIN5 PPI -2, MC4R ag barr -1.2 and LRH-1 inv ag -17.
For O=S(=O)(c1cccc(C(F)(F)F)c1)N1CCC(c2cc(-c3cccc4ccccc34)n[nH]2)CC1 the results were NCOA1 inh -6, NOD2-RIPK2 inh 1, TLR9-MyD88 inh 6, MC4R antagonist 6, LMP1 NFkB inh 0, COUP-TFII inh -2, SRC3 inh 15, SRC2 inh 7, ABHD5 PLIN5 PPI -3, MC4R ag barr 0.7 and LRH-1 inv ag 18.
For COc1ccc(-c2cn(CCO)nc2-c2ccc(OC)cc2)cc1 the results were NCOA1 inh -32, NOD2-RIPK2 inh 11, TLR9-MyD88 inh 9, MC4R antagonist 8, LMP1 NFkB inh 4, COUP-TFII inh 2, SRC3 inh 7, SRC2 inh 15, ABHD5 PLIN5 PPI -3, MC4R ag barr -1.4 and LRH-1 inv ag -5.
For NCCCNC(=S)NCCCN(Cc1ccc(Cl)cc1)c1ccc(Br)cn1 the results were NCOA1 inh 23, NOD2-RIPK2 inh -6, MC4R antagonist 4, COUP-TFII inh -41, SRC3 inh 18, SRC2 inh 17, ABHD5 PLIN5 PPI 7, MC4R ag barr 5.2 and LRH-1 inv ag 13.
For COc1ccc(OC)c(C2=NOC(C(=O)N3CCN(c4ccccc4)CC3)C2)c1 (configuration not stated) the results were NCOA1 inh -4, NOD2-RIPK2 inh 7, TLR9-MyD88 inh -2, MC4R antagonist 10, LMP1 NFkB inh -8, COUP-TFII inh 8, SRC3 inh -21, SRC2 inh 20, ABHD5 PLIN5 PPI 2, MC4R ag barr 1.6 and LRH-1 inv ag -31.
For Cc1cccc(CS(=O)(=O)c2cn(CC(=O)N3CCOCC3)c3ccccc23)c1 the results were NCOA1 inh 13, NOD2-RIPK2 inh -5, TLR9-MyD88 inh -8, MC4R antagonist 19, LMP1 NFkB inh -2, COUP-TFII inh 13, SRC3 inh -1, SRC2 inh -2, ABHD5 PLIN5 PPI -6, MC4R ag barr 2.3 and LRH-1 inv ag -9.
Oc1cc(O)cc(/C=C/c2ccc(O)c(O)c2)c1 was read as NCOA1 inh -31, NOD2-RIPK2 inh -4, TLR9-MyD88 inh -3, MC4R antagonist 2, LMP1 NFkB inh 3, COUP-TFII inh -69, SRC3 inh -54, SRC2 inh -53, ABHD5 PLIN5 PPI -11, MC4R ag barr 0.3 and LRH-1 inv ag -21.
COc1ccccc1OCCNC(=O)c1cccc(S(=O)(=O)N2CC(C)OC(C)C2)c1 (configuration not stated) was read as NCOA1 inh -11, NOD2-RIPK2 inh -6, TLR9-MyD88 inh -5, MC4R antagonist 10, LMP1 NFkB inh 8, COUP-TFII inh 2, SRC3 inh 15, SRC2 inh -5, ABHD5 PLIN5 PPI 0, MC4R ag barr -4.5 and LRH-1 inv ag 3.
CCCNC(=O)c1ccc(N2CCC3(CC2)CC(c2ccccc2)=NO3)c(NC(=O)c2ccco2)c1 was read as NCOA1 inh -6, NOD2-RIPK2 inh -9, TLR9-MyD88 inh 6, MC4R antagonist 33*, LMP1 NFkB inh 11, COUP-TFII inh 13, SRC3 inh 22, SRC2 inh 12, ABHD5 PLIN5 PPI 4, MC4R ag barr -1.3 and LRH-1 inv ag 3.
Screening Cc1ccc2cc(CCNC(=O)c3ccc4c(c3)OCO4)c(=O)[nH]c2c1C returned NCOA1 inh -3, NOD2-RIPK2 inh 2, TLR9-MyD88 inh -1, MC4R antagonist 0, LMP1 NFkB inh 13, COUP-TFII inh 12, SRC3 inh 14, SRC2 inh -8, ABHD5 PLIN5 PPI -1, MC4R ag barr 0.1 and LRH-1 inv ag 1.
`COc1ccc(OC)c(NC(=O)CCNS(=O)(=O)c2ccc3[nH]c(=O)oc3c2)c1` gave NCOA1 inh -3, NOD2-RIPK2 inh -4, TLR9-MyD88 inh 2, MC4R antagonist 1, LMP1 NFkB inh -1, COUP-TFII inh 2, SRC3 inh 4, SRC2 inh -10, ABHD5 PLIN5 PPI -5, MC4R ag barr -2.9 and LRH-1 inv ag -5.
OCCN1CCN(CC(O)C(F)(F)F)CC1 (configuration not stated) was read as NCOA1 inh 4, NOD2-RIPK2 inh 9, TLR9-MyD88 inh -10, MC4R antagonist 15, LMP1 NFkB inh -3, COUP-TFII inh 0, SRC3 inh -4, SRC2 inh -15, ABHD5 PLIN5 PPI -6, MC4R ag barr 1.0 and LRH-1 inv ag -13.
Screening CCNc1nc(NCC)n2c(SCC(=O)Nc3ccccc3)nnc2n1 returned NCOA1 inh -10, NOD2-RIPK2 inh -8, TLR9-MyD88 inh -4, MC4R antagonist 1, LMP1 NFkB inh -1, COUP-TFII inh 2, SRC3 inh 18, SRC2 inh 19, ABHD5 PLIN5 PPI 7, MC4R ag barr -3.0 and LRH-1 inv ag 10.
O=S(=O)(Nc1ccc(-c2ccc(NS(=O)(=O)c3ccccc3)cc2)cc1)c1ccccc1 was read as NCOA1 inh 16, NOD2-RIPK2 inh 1, TLR9-MyD88 inh 1, MC4R antagonist 15, LMP1 NFkB inh -1, COUP-TFII inh -18, SRC3 inh 8, SRC2 inh 3, ABHD5 PLIN5 PPI 15, MC4R ag barr 1.2 and LRH-1 inv ag 18.
COc1ccc2c(C(=O)CN(C)C3CCCCC3)c[nH]c2c1 was read as NCOA1 inh -27, NOD2-RIPK2 inh -3, TLR9-MyD88 inh -1, MC4R antagonist 2, LMP1 NFkB inh -7, COUP-TFII inh -2, SRC3 inh 6, SRC2 inh -14, ABHD5 PLIN5 PPI 4, MC4R ag barr -0.5 and LRH-1 inv ag 6.
`COc1ccc(-c2coc3c(CN4CCCCC4C)c(O)ccc3c2=O)cc1` (configuration not stated) gave NCOA1 inh -4, NOD2-RIPK2 inh -8, TLR9-MyD88 inh 6, MC4R antagonist 4, LMP1 NFkB inh 7, COUP-TFII inh -28, SRC3 inh -1, SRC2 inh 6, ABHD5 PLIN5 PPI 3, MC4R ag barr 0.1 and LRH-1 inv ag 4.
For C=CCN(c1ccccc1)S(=O)(=O)c1cccc2cccnc12 the results were NCOA1 inh -3, NOD2-RIPK2 inh 10, TLR9-MyD88 inh -9, MC4R antagonist -8, LMP1 NFkB inh -4, COUP-TFII inh 12, SRC3 inh 13, SRC2 inh -9, ABHD5 PLIN5 PPI -1, MC4R ag barr 0.5 and LRH-1 inv ag -2.
For CN(CC(=O)Nc1ccc(F)c(F)c1F)C(=O)Cn1cnc2c1c(=O)n(C)c(=O)n2C the results were NCOA1 inh -1, NOD2-RIPK2 inh 9, TLR9-MyD88 inh 10, MC4R antagonist -2, LMP1 NFkB inh -13, COUP-TFII inh -12, SRC3 inh 13, SRC2 inh 22, ABHD5 PLIN5 PPI 5, MC4R ag barr 0.8 and LRH-1 inv ag 13.
For CCOc1ccc(NC(=O)NCc2ccco2)cc1 the results were NCOA1 inh -25, NOD2-RIPK2 inh -1, TLR9-MyD88 inh 3, MC4R antagonist 2, LMP1 NFkB inh -6, COUP-TFII inh -6, SRC3 inh -10, SRC2 inh -14, ABHD5 PLIN5 PPI 1, MC4R ag barr -1.4 and LRH-1 inv ag -8.
For O=C(C1CCC(CNc2c(N3CCCCC3)c(=O)c2=O)CC1)N1CCCCC1 (configuration not stated) the results were NCOA1 inh 10, NOD2-RIPK2 inh 1, TLR9-MyD88 inh -1, MC4R antagonist 16, LMP1 NFkB inh -9, COUP-TFII inh -6, SRC3 inh 4, SRC2 inh 5, ABHD5 PLIN5 PPI -10, MC4R ag barr 1.1 and LRH-1 inv ag -4.
For O=C(CCC1CCCCC1)NNC(=O)c1cnccn1 the results were NCOA1 inh -8, NOD2-RIPK2 inh 10, TLR9-MyD88 inh -2, MC4R antagonist -2, LMP1 NFkB inh 4, COUP-TFII inh -24, SRC3 inh 4, SRC2 inh 3, ABHD5 PLIN5 PPI 2, MC4R ag barr -2.3 and LRH-1 inv ag -7.
Screening Cc1c(C(=O)N2CCCCC2)c(S(=O)(=O)N(C)Cc2ccco2)c(C)n1C returned NCOA1 inh 3, NOD2-RIPK2 inh -3, TLR9-MyD88 inh -4, MC4R antagonist 3, LMP1 NFkB inh -2, COUP-TFII inh 9, SRC3 inh 4, SRC2 inh -9, ABHD5 PLIN5 PPI 0, MC4R ag barr -2.4 and LRH-1 inv ag 6.
CCCc1cc(=O)oc2c(CN3CCOCC3)c(O)ccc12 was read as NCOA1 inh -15, NOD2-RIPK2 inh -1, TLR9-MyD88 inh -9, MC4R antagonist 14, LMP1 NFkB inh 4, COUP-TFII inh 5, SRC3 inh 1, SRC2 inh -13, ABHD5 PLIN5 PPI 2, MC4R ag barr -3.0 and LRH-1 inv ag -7.
`COc1ccccc1COC(=O)c1cccc(S(=O)(=O)N2CCCC2)c1` gave NCOA1 inh -9, NOD2-RIPK2 inh -5, TLR9-MyD88 inh -7, MC4R antagonist 6, LMP1 NFkB inh -6, COUP-TFII inh 0, SRC3 inh 6, SRC2 inh -2, ABHD5 PLIN5 PPI -1, MC4R ag barr -0.4 and LRH-1 inv ag -34.
`COc1ccc(C(=O)COC(=O)CCN2C(=O)C3C4CCC(C4)C3C2=O)cc1` (configuration not stated) gave NCOA1 inh 11, NOD2-RIPK2 inh -6, TLR9-MyD88 inh -7, MC4R antagonist 4, LMP1 NFkB inh 1, COUP-TFII inh 12, SRC3 inh -8, SRC2 inh -6, ABHD5 PLIN5 PPI -2, MC4R ag barr -1.4 and LRH-1 inv ag 8.

Ordered by length of the SMILES (smallest number first): part of the list above.
For C=CCN(c1ccccc1)S(=O)(=O)c1cccc2cccnc12 the results were NCOA1 inh -3, NOD2-RIPK2 inh 10, TLR9-MyD88 inh -9, MC4R antagonist -8, LMP1 NFkB inh -4, COUP-TFII inh 12, SRC3 inh 13, SRC2 inh -9, ABHD5 PLIN5 PPI -1, MC4R ag barr 0.5 and LRH-1 inv ag -2.
For CN(CC(=O)Nc1ccc(F)c(F)c1F)C(=O)Cn1cnc2c1c(=O)n(C)c(=O)n2C the results were NCOA1 inh -1, NOD2-RIPK2 inh 9, TLR9-MyD88 inh 10, MC4R antagonist -2, LMP1 NFkB inh -13, COUP-TFII inh -12, SRC3 inh 13, SRC2 inh 22, ABHD5 PLIN5 PPI 5, MC4R ag barr 0.8 and LRH-1 inv ag 13.
For O=S(=O)(c1cccc(C(F)(F)F)c1)N1CCC(c2cc(-c3cccc4ccccc34)n[nH]2)CC1 the results were NCOA1 inh -6, NOD2-RIPK2 inh 1, TLR9-MyD88 inh 6, MC4R antagonist 6, LMP1 NFkB inh 0, COUP-TFII inh -2, SRC3 inh 15, SRC2 inh 7, ABHD5 PLIN5 PPI -3, MC4R ag barr 0.7 and LRH-1 inv ag 18.
